Assay outcomes from PubChem BioAssay.
TDP1 cell noCPT: qHTS for Inhibitors of human tyrosyl-DNA phosphodiesterase 1 (TDP1): qHTS in cells in absence of CPT | DT40 Tdp1-/- hTDP1 cells, no CPT, ATP luminescence, 48 h | Potency, µM (doses to about 46.2 µM), inactives show at the highest dose activity change, negative = growth inhibition, usual class: inhibitors | actives 15% (n = 420,000) | AID 686978, 2013; also: nearly all actives have a fitted effect of over 55% in size
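Growth of hTDP1-complemented DT40 Tdp1-knockout cells is measured by ATP luminescence after at least 48 hr compound exposure at 37 °C, with DMSO substituting for the 20 nM CPT used in the parallel screen.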
TDP1 inh: blocks human tyrosyl-DNA phosphodiesterase 1 | Potency, µM (series often up to 130 µM), inactives show top-dose activity change, negative = inhibition, hits mostly inhibitors | recombinant TDP1, AlphaScreen DNA substrate cleavage | actives 0.28% (n = 350,000); also: nearly all actives have a fitted effect of over 40% in size
Target sequence (Q9NUW8 whole entry, looked up): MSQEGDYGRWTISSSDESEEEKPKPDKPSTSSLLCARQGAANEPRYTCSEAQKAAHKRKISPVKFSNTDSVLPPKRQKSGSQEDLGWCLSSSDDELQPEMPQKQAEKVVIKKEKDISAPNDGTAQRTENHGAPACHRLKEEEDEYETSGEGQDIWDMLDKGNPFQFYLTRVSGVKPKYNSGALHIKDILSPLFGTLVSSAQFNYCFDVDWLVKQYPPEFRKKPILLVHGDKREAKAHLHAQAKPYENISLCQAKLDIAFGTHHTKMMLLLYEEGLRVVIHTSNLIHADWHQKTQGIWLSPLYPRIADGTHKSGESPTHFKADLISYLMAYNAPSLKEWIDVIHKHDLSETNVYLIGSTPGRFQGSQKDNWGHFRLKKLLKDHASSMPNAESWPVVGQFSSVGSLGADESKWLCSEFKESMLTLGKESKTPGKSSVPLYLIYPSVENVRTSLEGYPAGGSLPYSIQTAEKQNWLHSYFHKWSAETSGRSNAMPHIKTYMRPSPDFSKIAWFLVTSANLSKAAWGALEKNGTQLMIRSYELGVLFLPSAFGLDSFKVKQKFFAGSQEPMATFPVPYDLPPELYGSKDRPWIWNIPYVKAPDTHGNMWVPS
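Here, a 5' biotin and 3' phosphotyrosine-FITC DNA oligonucleotide reports Tdp1 activity: intact substrate bridges AlphaScreen beads, while cleavage leaves a 3' phosphate and drops signal. All incubations at room temperature.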
TDP1 cell CPT: DT40-hTDP1 cell growth loss with CPT; chicken DT40 Tdp1-/-;hTDP1 cells + 20 nM CPT, ATP luminescence, 48 h; Potency, µM (top dose mostly 46.2 µM), inactives show at the highest dose activity change, negative = growth inhibition, hits mostly inhibitors; actives 12% (n = 420,000); also: nearly all actives have a fitted effect of over 55% in size
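Chicken DT40 Tdp1-/- cells stably complemented with human TDP1 were seeded at 400 cells/well in medium containing 20 nM camptothecin, exposed to pin-transferred compounds, and grown at 37 °C for at least 48 hr. Viability was read as ATP luminescence.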
An asterisk follows results filed as active; ? = inconclusive; nt = no result given; & = joins results of further samples; [ ] = another dose, or the depositor's remark. Calls follow the shape of the dose curve; as a rule, active = well fitted curve in the direction sought with a large enough effect; inconclusive = small, poorly fitted or top-dose-only effect, or another doubt; inactive = no such curve, though single readings can be large; an effect the other way counts as inactive or inconclusive. % is scaled to controls: 0 for no effect and ±100 for the full control effect; potency is read from the fitted curve at half-maximal effect. An unsorted share of the library. About 18% of those tested had a hit in this group.

SMILES	TDP1 cell noCPT	TDP1 inh	TDP1 cell CPT
Nc1cc(=O)[nH]c(SCCSc2cc(Cl)ccc2Cl)n1	-17.5%	nt	?
CN(Cc1ccccc1)C1CCNCC1	5.4%	nt	4.1%
O=C(CN1CCN(C(=O)C2CCC2)CC1)Nc1ccc(F)cc1	-0.4%	-0.4%[56.1 µM]	-11.0%
O=C(CSc1nc2ccccc2c(=O)n1NC(=O)Cc1ccccc1)NCc1ccccc1Cl	?	9.9%	-21.9%
COc1ccc(S(=O)(=O)N2CCN(C(=O)c3cccc(Cl)c3)CC2)cc1	?	2.3%	?
C=C[C@H](N)CCC(=O)O	-1.2%	10.7%[56.1 µM]	-18.0%
CCCCCCCCCCCCC[N+](C)(C)Cc1ccccc1	0.581µM*	9.1%	0.651µM*
COc1ccc(C(=O)Cn2c3ccccc3n3nc(CCC(=O)O)c(=O)nc23)cc1OC	-1.7%	2.2%	-1.4%
COc1ccccc1C(NC(=O)C1CCCCC1)c1c(O)ccc2ccccc12 (stereo not drawn)	?	5.8%	-14.7%
O=C(Oc1ccc(Cl)cc1N1C(=O)CCC1=O)c1ccco1	-17.3%	-1.0%	-18.0%
CCCCSc1nnc(C)c(=O)[nH]1	?	4.0%	-8.3%
CN(C)c1ccc(P(=O)(OCc2ccccc2)C(O)c2ccc(Br)cc2)cc1 (stereo not drawn)	?	nt	-16.0%
CCc1ccc2c(c1)cc(CN(C(=S)Nc1ccccc1Cl)C1CC1)c1nnnn12	-20.9%	0.0%	?
C/C(=N\NC(=O)CCn1nc(C)cc1C)C(C)(C)C	-4.5%	-5.3%	21.5%
N#Cc1cccc(-c2nc(NCc3cccnc3)c3ccccc3n2)c1	-28.9%	nt	2.2%
CCOc1c(OC)cccc1C1CC(=O)Nc2cc(OC)c(OC)cc21 (stereo not drawn)	18.4µM*	2.6%	?
Cc1ccc2nc(N(Cc3cccnc3)C(=O)c3ccco3)sc2c1	-3.9%	5.2%	-5.7%
Nc1nonc1-n1nnc(C(=O)N/N=C/c2cccc(F)c2)c1CN1CCCCCC1	0.2%	nt	1.1%
O=C(Nc1cccc(S(=O)(=O)N2CCOCC2)c1)c1cccc(S(=O)(=O)N2CCCCC2)c1	?	-6.3%	?
Cc1cc(C)cc(C(=O)NCC(=O)NCCc2c[nH]c3ccccc23)c1	-14.1%	nt	3.1%
COc1cc(C(=O)O)cc(NC(=O)c2ccco2)c1OC	-0.2%	-1.2%	-10.0%
O=C(NCCc1ccccc1)C1CCCN1S(=O)(=O)c1cccc2nsnc12 (stereo not drawn)	0.5%	4.4%	-21.5%
Cc1ccnc(SCC(=O)N2CCN(C(c3ccccc3)c3ccccc3)CC2)n1	16.4µM*	5.0%	23.1µM*
CCOC(=O)C[C@H]1c2ccc(C(F)(F)F)cc2S(=O)(=O)N1C1CCCC1	?	nt	?
COc1ccc(N=Cc2ccc[nH]2)cc1	-3.1%	5.1%	-6.8%

Additional compounds
SMILES	TDP1 cell noCPT	TDP1 inh	TDP1 cell CPT
CCn1c(=O)cc(OCC(=O)NC2CCCCC2)c2ccccc21	-17.8%	2.2%	-28.7%
Cc1cc(C)n(-c2ccc(N3CCOCC3)nn2)n1	-19.9%	1.1%	5.1%
COC(=O)c1ccccc1NC(=O)c1nc(-c2ccc(Cl)cc2)n2c1CCCCC2	?	3.7%	-16.4%
Cc1nnc(NC(=O)CSc2nnc(-c3ccoc3C)n2CC(C)C)s1	-23.0%	9.0%	?
O=C1N=C(N2CCN(c3ccccc3)CC2)S/C1=C\c1ccco1	-14.4%	-4.9%	-23.1%
CC1CN(Cc2cc(=O)[nH]c(C3CC3)n2)CC(C)O1 (stereo not drawn)	-8.9%	5.6%	?
CCC1=C2CC[C@H]3C(=O)NC(=O)[C@H]3[C@H]2[C@@]2(Cc3ccccc3)C(=NCC(=O)OC)OC(=O)N2C1=O	2.2%	-0.9%&1.2%	-5.1%
CN1CCN(NC(=O)c2cccc(Br)c2)CC1	0.1%	2.6%	1.1%
COC(=O)c1cccc(NC(=O)CCCN2C(=O)NC3(CCCC3)C2=O)c1	-9.7%	3.7%	-3.1%
CCOC(=O)c1ccc(Nc2cc(C)nc(-c3ccccc3O)n2)cc1	29.1µM*	-2.3%	?
CCC1=C(OC(=O)N(CC)CC)N2C(=O)OC(=NCC(=O)OC)[C@]2(Cc2ccccc2)[C@H]2C1=CC[C@H]1C(=O)N(CC(=O)OC)C(=O)[C@H]12	-14.5%	5.1%&0.0%	-11.0%
COCC(=O)N1CCC(Oc2ccc(C(=O)N3CCCCCCC3)cc2)CC1	13µM*	5.6%	?
CCCCN1C(=N)N([C@@H](CCC)CN2CCC[C@H]2CN2C(N)=NC[C@@H]2Cc2ccccc2)C[C@H]1[C@H](C)CC	11.6µM*	-15.0%	13µM*
CC(=O)Nc1ccc(NC(=O)Cn2c(-c3ccc(F)cc3)cnc2SCC(=O)Nc2c(C)cccc2C)cc1	-3.2%	0.0%	4.1%
COC(=O)c1ccccc1NC(=O)N1CCN(Cc2ccco2)CC1	-8.6%	8.2%	-1.5%
CN(C(=O)c1ccc(NC(=O)Cc2ccc(NC(=O)C3CCN(C(=O)C4CCCC4)CC3)cc2)cc1)C1CC1	?	11.9%	?
CCOc1ccc(N2C(=O)C3C4C=CC([C@H]5CC45)[C@@H]3C2=O)cc1 (stereo partly drawn)	-27.1%	nt	?
Cc1ccc(-c2nc(CSc3nc4ccccc4c(=O)n3C)cs2)cc1	25.9µM*	2.2%	18.4µM*
Cc1ccc(C(=O)N2CCN(c3ccccc3F)CC2)cc1NC1=NC2CS(=O)(=O)CC2S1 (stereo not drawn)	0.1%	1.9%	4.5%
CCCNS(=O)(=O)c1ccc(OC)c(Cl)c1Cl	-8.6%	3.6%	-6.4%
C/C(=N/OC(=O)C1CC1c1ccccc1)c1ccccc1 (stereo not drawn)	6.2%	nt	?
COc1ccc(NC(=O)CCS(=O)(=O)c2ccc(OC)cc2)cc1	?	8.2%	-26.9%
CSCCC(=O)N1CCCC(N(C)CCc2ccccc2)C1 (stereo not drawn)	-14.9%	nt	1.0%
CC1CCCC(NC(=O)Cn2cc([N+](=O)[O-])ccc2=O)C1C (stereo not drawn)	-2.2%	0.0%	1.2%
Nc1nonc1-n1nnc(C(=O)N/N=C/c2ccc(Cl)cc2Cl)c1CN1CCCC1	-7.1%	10.4%	11.8%

Further entries.
SMILES	TDP1 cell noCPT	TDP1 inh	TDP1 cell CPT
CCCC(=O)Nc1nnc(CCc2ccccc2)s1	-13.3%	nt	-10.0%
Cn1c2ccccc2c(=O)c2ccc(F)cc21	?	nt	?
CC(=O)c1cccc(NC(=O)C2=CN3CCS(=O)(=O)N=C3C=C2)c1	0.1%	0.1%	14.8%
Cc1ccc(S(=O)(=O)N(CCCN2CCCC2=O)Cc2cc3c(C)ccc(C)c3[nH]c2=O)cc1	23.1µM*	9.6%	18.4µM*
CCOc1ccc(NC(=O)/C(C=Nc2ccccc2)=C(\C)O)cc1	-14.7%	1.1%	3.0%
CCC(=O)N1c2ccc(S(=O)(=O)N3CCN(c4ccccc4)CC3)cc2CC1C (stereo not drawn)	?	2.3%	?
COc1ccc(NC(=O)C(=O)NCCC2CCCCN2S(=O)(=O)c2cccs2)cc1 (stereo not drawn)	4.61µM*	-0.4%	3.66µM*
COc1ccc(-n2c(SCC(=O)NC3CCCCC3)nc3ccsc3c2=O)cc1	-15.1%	0.0%	-5.7%
N#C/C(=C\c1c[nH]c2ccccc12)C(=O)NC1CCCC1	16.4µM*	3.9%	16.4µM*
COC(=O)C(O)(CC(=O)Nc1cc(Cl)ccc1Cl)C(F)(F)F (stereo not drawn)	0.3%	0.0%	-18.4%
CCCNC(=O)CSc1ccc(S(=O)(=O)N(C)C2CCCCC2)cn1	?	nt	-31.8%
Cc1ccccc1NC(=O)/C(C#N)=C\c1cccnc1	-12.4%	1.0%	-11.6%
COc1ccc(NC(=O)C2(c3ccc(NC(=O)c4ccc(C)cc4)cc3)CCCC2)cc1	1.1%	-5.3%	9.0%
CC(C)c1cc(CN2CCN(Cc3ccc(F)c(F)c3)C(CCO)C2)[nH]n1 (stereo not drawn)	-12.0%	0.0%	-4.2%
Cc1nn(Cc2ccccc2)c(C)c1NC(=O)c1noc2c1CCc1ccccc1-2	?	4.9%	?
O=C(CC1C[C@H](C(=O)N2CCOCC2)[C@@]2(CCC3CCCC3)c3[nH]c4ccccc4c3CCN2C1=O)NCc1ccco1 (stereo partly drawn)	?	1.7%	20.6µM*
CCOC(=O)c1sc(N)c(C(N)=O)c1C	4.4%	2.7%	2.7%
CCC1Oc2ccc(C)cc2N(CC(=O)NCc2cccs2)C1=O (stereo not drawn)	-25.0%	-7.9%	-8.4%
CC(C)(COP(=O)(O)OP(=O)(O)OC[C@H]1O[C@@H](n2cnc3c(N)ncnc32)[C@H](O)[C@@H]1OP(=O)(O)O)C(O)C(=O)NCCC(=O)NCCS (stereo partly drawn)	?	nt	?
COCCN(Cc1ccccc1)C(=O)c1ccc2c(c1)NC(=O)CS2	-2.2%	0.3%	-4.8%
CCN(CCCNC(=O)c1cc2c(=O)n(C)c3ccccc3c2s1)c1ccccc1	14.6µM*	-2.3%	?
CN(C)c1ccc(C(=O)Nc2cccc(S(=O)(=O)N3CCCC3)c2)cc1	?	4.3%	?
CC(C)C1C(=O)N(Cc2cn(CCC3OCCO3)nn2)CCS(=O)(=O)N1Cc1ccc(-c2ccc(Cl)cc2)cc1 (stereo not drawn)	4.11µM*	nt	3.26µM*
NS(=O)(=O)c1cnccc1Nc1cccc(Br)c1	-11.5%	nt	-6.3%
Cc1ccc(S(=O)(=O)N2[C@@H](c3ccccc3F)C(C(=O)O)=CC[C@H]2c2ccc(C(C)C)cc2)cc1	-8.6%	0.6%	-10.0%

(next part)
SMILES	TDP1 cell noCPT	TDP1 inh	TDP1 cell CPT
CCOC(=O)C1=CNS(=O)(=O)NC1c1ccc(Br)cc1F (stereo not drawn)	-15.9%	nt	-17.0%
CN(C)c1ccc(CCc2ccnc3ccccc23)cc1	14.1µM*	nt	12.6µM*
O=C(CSc1nc(-c2ccccc2)nc2c1Cc1ccccc1O2)Nc1ccc(C(=O)O)cc1	-5.1%	4.47µM*	6.0%
CCCN(CCC)CCNC(=O)Cn1cnc2sc(C)c(S(=O)(=O)N3CCC(C)CC3)c2c1=O	7.3%	11.8%	4.5%
Cc1sc2nc(CN3CCOCC3)nc(N3CCN(S(=O)(=O)c4ccccc4)CC3)c2c1C	?	6.3%	?
CCOC(=O)c1cccc(NC(=O)CCc2nc(-c3ccc(C)cc3)no2)c1	23.1µM*	4.2%	?

Of the compounds above, these contain fluorine:
SMILES	TDP1 cell noCPT	TDP1 inh	TDP1 cell CPT
O=C(CN1CCN(C(=O)C2CCC2)CC1)Nc1ccc(F)cc1	-0.4%	-0.4%[56.1 µM]	-11.0%
Nc1nonc1-n1nnc(C(=O)N/N=C/c2cccc(F)c2)c1CN1CCCCCC1	0.2%	nt	1.1%
CCOC(=O)C[C@H]1c2ccc(C(F)(F)F)cc2S(=O)(=O)N1C1CCCC1	?	nt	?
CC(=O)Nc1ccc(NC(=O)Cn2c(-c3ccc(F)cc3)cnc2SCC(=O)Nc2c(C)cccc2C)cc1	-3.2%	0.0%	4.1%
Cc1ccc(C(=O)N2CCN(c3ccccc3F)CC2)cc1NC1=NC2CS(=O)(=O)CC2S1 (stereo not drawn)	0.1%	1.9%	4.5%
Cn1c2ccccc2c(=O)c2ccc(F)cc21	?	nt	?
COC(=O)C(O)(CC(=O)Nc1cc(Cl)ccc1Cl)C(F)(F)F (stereo not drawn)	0.3%	0.0%	-18.4%
CC(C)c1cc(CN2CCN(Cc3ccc(F)c(F)c3)C(CCO)C2)[nH]n1 (stereo not drawn)	-12.0%	0.0%	-4.2%
Cc1ccc(S(=O)(=O)N2[C@@H](c3ccccc3F)C(C(=O)O)=CC[C@H]2c2ccc(C(C)C)cc2)cc1	-8.6%	0.6%	-10.0%
CCOC(=O)C1=CNS(=O)(=O)NC1c1ccc(Br)cc1F (stereo not drawn)	-15.9%	nt	-17.0%
